HT1080-NT tox – kills 2HG-producing HT-1080-NT fibrosarcoma cells | Potency, µM (doses to about 46.1 µM), for the others: at the highest dose activity, negative = less viability, actives largely listed as cytotoxic | AID 686970 | 360,000 compounds, 1.6% hits | HT-1080-NT fibrosarcoma viability, CellTiter-Glo ATP luminescence, 48 h;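 note: NT is the 2HG producing partner of a matched IDH1 knockdown line; potency is the fitted concentration of half-maximal effect; 0% = DMSO-treated cells and -100% = media-only wells without cells; nearly all actives have a fitted effect of over 55% in size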
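750 cells/well, RPMI + 5% FBS; 2 h settle, compound pin-transfer, 48 h at 37 degrees C. CellTiter-Glo 10 min RT, luminescence. Normalized to DMSO and media-only wells.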
D3 ag – agonists of human D3 dopamine receptor. P35462. D3R DiscoveRx beta-arrestin cells, luminescence, 90 min. max activation, %. 410,000 compounds, 0.58% hits. AID 652048; in the data active = max activation above about 30%; note: 0% is about no effect; mostly tested at two doses, the higher about 12 µM
Target sequence (P35462 whole entry, looked up): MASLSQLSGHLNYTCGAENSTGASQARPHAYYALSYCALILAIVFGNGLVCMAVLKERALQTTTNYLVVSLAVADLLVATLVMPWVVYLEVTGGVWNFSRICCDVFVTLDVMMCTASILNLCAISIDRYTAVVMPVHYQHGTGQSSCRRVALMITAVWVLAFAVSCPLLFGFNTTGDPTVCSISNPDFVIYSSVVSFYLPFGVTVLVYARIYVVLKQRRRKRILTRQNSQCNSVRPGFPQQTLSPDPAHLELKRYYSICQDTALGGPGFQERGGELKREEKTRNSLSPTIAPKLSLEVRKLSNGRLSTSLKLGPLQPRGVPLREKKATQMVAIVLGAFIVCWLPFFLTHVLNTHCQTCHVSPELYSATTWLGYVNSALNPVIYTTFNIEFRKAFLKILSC
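Agonist-mode cell screen: cells plated at 1500/well and incubated overnight at 37 °C, then exposed to library compounds for 90 min at 37 °C. Detection reagent was added for 30–60 min at room temperature, and luminescence was read.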
GLP-1R agonist – agonists of human GLP-1 receptor; 380,000 compounds, 0.007% hits; AID 624172; HEK293 GLP-1R CRE-luciferase, luminescence, 4-6 h; cells express a hypersensitive GLP-1R form; P43220; Potency, µM (titrated, usually from 45.6 µM), for inactives: at the highest dose activation, hits mostly activators; note: potency is the fitted concentration of half-maximal effect; % of control where 0% means no effect
Target sequence (P43220 whole entry, looked up): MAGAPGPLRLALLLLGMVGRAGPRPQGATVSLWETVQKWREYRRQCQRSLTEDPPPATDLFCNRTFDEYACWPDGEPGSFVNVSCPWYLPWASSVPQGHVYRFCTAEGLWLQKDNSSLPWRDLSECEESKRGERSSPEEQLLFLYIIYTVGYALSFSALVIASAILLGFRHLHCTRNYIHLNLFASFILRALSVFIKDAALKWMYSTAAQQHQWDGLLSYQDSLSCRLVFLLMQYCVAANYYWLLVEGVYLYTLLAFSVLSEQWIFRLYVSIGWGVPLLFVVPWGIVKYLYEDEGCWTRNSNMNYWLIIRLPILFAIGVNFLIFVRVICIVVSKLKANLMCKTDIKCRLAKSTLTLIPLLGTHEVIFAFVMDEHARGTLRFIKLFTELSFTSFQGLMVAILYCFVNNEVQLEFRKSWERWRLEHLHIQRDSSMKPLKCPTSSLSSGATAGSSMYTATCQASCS
IL-1B inflam inh – inhibitors of inflammasome signaling (IL-1 beta secretion); activity change, % at 57.5 µM; 360,000 compounds, 4.7% hits; THP-1 LPS/ATP IL-1B secretion, AlphaLISA, 16 h; hits give low values; in the data active = activity change below about -50%; inconclusive = mostly about -30% to -49%; note: % is set by controls: 0 for no effect and ±100 for the full control effect
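Secreted IL-1B measured by AlphaLISA bead assay after 16 h compound exposure of THP-1 cells; compounds (final up to 57.5 uM) added 1 h before LPS (250 ng/mL) and ATP (1.25 mM) stimulation; lower signal means less secretion.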
KB-V1 MDR tox – KB-V1 MDR subline cytotoxicity. 400,000 compounds, 3.4% hits. KB-V1 MDR cells viability, CellTiter-Glo, 72 h. Potency, µM (series often up to 46.1 µM), for the others: at the highest dose activity change, negative = cytotoxicity, usual class: cytotoxic; note: potency is the fitted concentration of half-maximal effect; % is set by controls: 0 for no effect and ±100 for the full control effect; nearly all actives have a fitted effect of over 60% in size
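Cytotoxicity toward P-gp-expressing KB-V1 cells was determined as loss of CellTiter-Glo luminescence after 72 h at 37 degrees C. Compounds were tested in quantitative HTS format across a concentration range, with curves fitted to normalized data.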
DRD3 antagonist – blocks the human D3 dopamine receptor | D3R cells, DiscoveRx beta-arrestin luminescence, antagonist mode; hits give low values | 360,000 compounds, 2.5% hits | max response, negative = inhibition, % | AID 652054 | P35462; in the data active = max response below about -50%; inconclusive = no clear call, values can overlap the other calls; note: % is set by controls: 0 for no effect and ±100 for the full control effect; mostly tested at two doses, the higher about 12 µM
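Cells plated overnight at 1500 cells/well, then exposed to library compounds with dopamine controls for 90 minutes at 37 degrees C. DiscoveRx reagent added for 30–60 minutes at room temperature; luminescence read, quantitative HTS format.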
SW480 rerep – induces DNA re-replication in SW480 colon adenocarcinoma cells. SW480 DNA re-replication, Hoechst DNA content imaging, 48 h. Potency, µM (highest dose often 46.1 µM), for the others: at the top dose re-replication activation, actives largely listed as activators. 340,000 compounds, 1.8% hits. AID 624297; note: potency is the fitted concentration of half-maximal effect; % of control where 0% means no effect; nearly all actives have a fitted effect of over 55% in size
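Compounds, transferred as 23 nL by pin tool, were incubated with cells for 48 hr; DNA content per nucleus was then quantified by Hoechst staining and fluorescence plate imaging.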
HT1080 IDH1KD tx – HT-1080 IDH1 knockdown cell toxicity (counter line) | HT-1080 IDH1 knockdown viability, ATP luminescence, 48 h | Potency, µM (titrated, usually from 46.1 µM), without a hit: at the top dose activity, negative = toxicity, hits mostly cytotoxic | 360,000 compounds, 2% hits;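 note: potency is the fitted concentration of half-maximal effect; 0% = DMSO wells and -100% = cell-free medium wells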
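CellTiter-Glo luminescence after 48 h compound exposure at 37 degrees C of IDH1-knockdown HT-1080 cells in 5% FBS RPMI. %Activity scaled between DMSO wells and cell-free media wells, with curves fitted and assigned curve classes.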
KB-3-1 tox – kills parental KB-3-1 adenocarcinoma cells; 400,000 compounds, 1.4% hits; Potency, µM (doses to about 46.1 µM), without a hit: at the highest dose activity change, negative = cytotoxic, most hits filed as cytotoxic; KB-3-1 viability, CellTiter-Glo ATP luminescence, 72 h; note: potency is the fitted concentration of half-maximal effect; % is set by controls: 0 for no effect and ±100 for the full control effect; nearly all actives have a fitted effect of over 60% in size
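Viability of parental KB-3-1 cells, measured by CellTiter-Glo luminescence, followed a 72 h incubation at 37 °C with pinned compounds in phenol-red-free DMEM containing 10% FBS.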
Starred values were filed as active, the others as inactive; u = inconclusive; x = not tested or not shown; [ ] = remark or other dose. Unless noted, calls come from the whole dose curve; as a rule, active = well fitted curve in the direction sought with a large enough effect; inconclusive = small, poorly fitted or top-dose-only effect, or another doubt; inactive = no such curve, though single readings can be large; an effect the other way counts as inactive or inconclusive. The order is random. About 12% of those tested had a hit in this group.

[1] O=S(=O)(c1ccc(OCC2CO2)cc1)c1ccc(OCC2CO2)cc1 (stereo not drawn)
[2] CC(=O)N1CCN2C(=O)C1CCCC(=O)c1cc(C3CCCCC3)ccc12 (stereo not drawn)
[3] COc1ccc(N2C(=O)C3CCCN3C2c2ccc(C)cc2)cc1 (stereo not drawn)
[4] Cc1c(CN2CCN(c3cccc(C(F)(F)F)c3)CC2)c(=O)n(-c2ccccc2)n1C
[5] N#Cc1ccccc1COC(=O)CCC(=O)c1cccs1
[6] Cc1ccc(CNC(=O)c2cc(Cl)cc(Cl)c2)n1C
[7] COc1cccc(Oc2nc3ncn(Cc4ccccc4)c3c(=O)n2C)c1
[8] COC(=O)c1ccc(NC(=O)c2cc(S(=O)(=O)N3CCC(C)CC3)cn2C)cc1

compound no.	1	2	3	4	5	6	7	8
HT1080-NT tox	u	-1%	0%	-7%	-5%	0%	-11%	x
D3 ag	2	-3	-3	3	0	3	-6	-4
GLP-1R agonist	13%	-10%	0%	2%	5%	-2%	19%	0%
IL-1B inflam inh	-29	31	6	-20	-28	33	12	x
KB-V1 MDR tox	u	-2%	0%	-5%	u	-2%	0%	0%
DRD3 antagonist	u	-7	12	-76*	-23	3	-15	x
SW480 rerep	18%	-15%	0%	0%	u	-10%	0%	x
HT1080 IDH1KD tx	-12%	8%	0%	9%	7%	-4%	-13%	x
KB-3-1 tox	-19%	9%	5%	17%	13%	1%	-3%	-8%

[9] COC(=O)N1CCN(S(=O)(=O)c2ccc(F)cc2)CC1
[10] CN(C)S(=O)(=O)c1cccc(NC(=O)CCCc2nc3ccccc3c(=O)[nH]2)c1
[11] Cc1ccc(NC(=O)Cn2cccc2)c(Br)c1
[12] COc1ccc(CN2CCN(Cc3ccco3)CC2)cc1
[13] NC(=O)C(CC(=O)O)NC(=O)[C@@H]1CCOc2c(I)cc([N+](=O)[O-])cc2C(=O)N[C@@H](CCC(=O)O)C(=O)N[C@@H](CO)C(=O)N1 (stereo partly drawn)
[14] O=C(NCc1ccc2c(c1)OCO2)C(=O)NCC1OCCN1S(=O)(=O)c1ccc(Cl)cc1 (stereo not drawn)
[15] CN(C)c1ccc(C(C(=O)NC2CCCC2)N(C(=O)c2csnn2)C2CC2)cc1 (stereo not drawn)
[16] O=C(O)C1CCCCC1C(=O)NC1CCCCC1 (stereo not drawn)

compound no.	9	10	11	12	13	14	15	16
HT1080-NT tox	7%	-13%	9%	14%	30%	1%	1%	6%
D3 ag	-5	-15	6	-43	-6	7	-8	0
GLP-1R agonist	7%	-5%	20%	2%	-4%	-2%	1%	-6%
IL-1B inflam inh	25	18	-10	-12	-4	0	-4	20
KB-V1 MDR tox	-2%	2%	0%	-2%	16%	-12%	u	-12%
DRD3 antagonist	-7	-7	-3	u	0	7	-5	-15
SW480 rerep	-7%	-6%	-5%	-6%	-12%	2%	-10%	-6%
HT1080 IDH1KD tx	12%	-17%	14%	-4%	13%	0%	-1%	10%
KB-3-1 tox	0%	u	u	0%	13%	-1%	14%	9%

[17] Cc1onc(-c2c(F)cccc2Cl)c1C(=O)OCc1cnc(Cl)s1
[18] COCCSc1ccccc1C(=O)N1CCCC1
[19] Cc1ccc(NC(=O)CC2SC(=O)NC2=O)cc1 (stereo not drawn)
[20] Cc1[nH]c2ccccc2c1SCC(=O)N1CCOCC1
[21] CCc1nnc(NC(=O)c2cc(Cl)ccn2)s1
[22] Cn1cc(C(=O)c2ccc(Cl)cc2Cl)cc1C=O
[23] COc1ccccc1CNC(=O)C1CC(c2ccccc2F)=NO1 (stereo not drawn)
[24] O=C(Nc1cc(S(=O)(=O)N2CCOCC2)ccc1N1CCCC1)C1CC1

compound no.	17	18	19	20	21	22	23	24
HT1080-NT tox	-1%	-3%	10%	1%	-28%	u	-3%	-7%
D3 ag	-9	9	20	-14	-11	-11	-9	5
GLP-1R agonist	2%	1%	0%	-2%	1%	10%	-2%	-1%
IL-1B inflam inh	22	1	-4	-24	53	0	5	-6
KB-V1 MDR tox	-9%	-2%	u	4%	-29%	-13%	1%	13%
DRD3 antagonist	14	3	-3	u	-3	3	-1	-4
SW480 rerep	-20%	-10%	-1%	-12%	u	u	3%	-2%[1.84 µM]
HT1080 IDH1KD tx	-8%	14%	6%	-1%	u	u	2%	-7%
KB-3-1 tox	-16%	-2%	-6%	4%	u	3%	u	-8%

[25] CCOC(=S)SCC(=O)Nc1nccs1
[26] C=CCOC(=O)C(C#N)c1nc2ccccc2nc1N1CCN(Cc2ccc3c(c2)OCO3)CC1 (stereo not drawn)
[27] O=C(C1CC1)N1N=C(c2ccc(F)cc2)CC1(O)C(F)(F)F (stereo not drawn)
[28] CCOC(=O)[C@]12CCCC=C1N(Cc1ccc3c(c1)OCO3)C(=O)[C@H](CC(=O)NCCc1ccccc1OC)C2
[29] O=C(NCCc1ccccc1)C1CCN(C(=O)c2ccc(F)cc2)CC1
[30] C[C@H](NC(=O)c1ccco1)C(=O)Nc1ccc(S(=O)(=O)N2CCCC2)cc1
[31] CCN1C(=O)[C@@H]2[C@H](C1=O)[C@@H]1C(=O)Nc3ccccc3C(=O)N1[C@@H]2c1cccc(C)c1
[32] C[C@@H](C(=O)NCCc1ccccc1)N1C(=O)N2CCc3c([nH]c4ccccc34)[C@@]2(C)C1=O

compound no.	25	26	27	28	29	30	31	32
HT1080-NT tox	-15%	-2%	7%	u	16%	0%	u	-2%
D3 ag	-2	-10	4	0	10	-3	45*	-8
GLP-1R agonist	-3%	-4%	2%	4%	3%	2%	0%	8%
IL-1B inflam inh	-99*	-52*	19	u	0	-28	25	7
KB-V1 MDR tox	-5%	23µM*	0%	23µM*	-6%	-18%	27%	0%
DRD3 antagonist	-4	-7	2	-8	6	u	-28	12
SW480 rerep	21%	3%	1%	x	-51%[inhibitor]	3%	4%	4%
HT1080 IDH1KD tx	u	-3%	10%	-28%	16%	-2%	24%	-14%
KB-3-1 tox	-25%	-6%	7%	u	13%	0%	13%	0%

[33] COc1cccc(C(C)(O)c2nc(-c3ccc(OC)c(OC)c3)cs2)c1 (stereo not drawn)
[34] O=C(c1ccc([N+](=O)[O-])cc1)N1CCc2ccccc21
[35] Cc1ccc(S(=O)(=O)NNC(=S)Nc2cccc(F)c2)cc1
[36] COC(=O)C1=C(C)NC2=C(C(=O)CCC2)C1c1ccc(-c2ccsc2C(=O)OC)o1 (stereo not drawn)
[37] COCCn1c(Cc2ccccc2)nnc1SCC(=O)Nc1ccccc1
[38] CCOC(=O)[C@@H]1[C@H]2COc3ccccc3[C@H]2N2C(=O)N(c3ccc(Cl)cc3)C(=O)[C@]12C
[39] CCOC(=O)c1ccc(N2C(=O)c3n[nH]c(-c4cccs4)c3C2c2ccc(Cl)cc2Cl)cc1 (stereo not drawn)
[40] O=c1c2ccccc2n(Cc2ccccc2Cl)c(=O)n1CCc1ccccc1

compound no.	33	34	35	36	37	38	39	40
HT1080-NT tox	-21%	2%	15%	0%	0%	-23%	x	x
D3 ag	2	-27	8	2	-1	-9	1	6
GLP-1R agonist	u	0%	-6%	u	2%	-1%	-12%	-1%
IL-1B inflam inh	-25	-17	0	44	-1	0	x	x
KB-V1 MDR tox	0%	0%	-3%	-21%	-15%	-12%	u	u
DRD3 antagonist	1	-55*	36	-1	19	5	x	x
SW480 rerep	x	2%	-25%	-4%	u	25%	x	x
HT1080 IDH1KD tx	u	19%	10%	-4%	6%	3%	x	x
KB-3-1 tox	0%	-5%	4%	-14%	-3%	3%	u	-5%

[41] COc1ccc(C(=S)NCS(=O)(=O)c2ccc(C)cc2)cc1
[42] COC(=O)C[C@H]1CC[C@@H](NC(=O)Nc2cccc(OC)c2)[C@@H](CO)O1
[43] Cc1onc(-c2c(F)cccc2Cl)c1C(=O)Nc1ccc(Cl)c(S(=O)(=O)N(C)C)c1
[44] CCOc1ccc(N/C(=N/c2nc(C)cc(C)n2)NC(C)=O)cc1
[45] Cc1ccc(S(=O)(=O)N2CCN(CC(=O)N/N=C/c3cc([N+](=O)[O-])ccc3Cl)CC2)cc1
[46] COc1ccccc1NC(=O)Cc1nnc(SCC(=O)Nc2ccc(F)cc2F)n1C
[47] COCCN(CC(=O)Nc1cccc(C)c1C)C(=O)c1cc2c(s1)CCC2

compound no.	41	42	43	44	45	46	47
HT1080-NT tox	21%	21%	-9%	15%	-9%	2%	0%
D3 ag	-5	-4	-4	-1	-10	5	2
GLP-1R agonist	-5%	x	8%	9%	2%	13%	-11%
IL-1B inflam inh	-100*	10	-13	-5	-17	13	-5
KB-V1 MDR tox	43%	3%	u	u	u	22%	7.3µM*
DRD3 antagonist	-17	-21	3	-7	u	4	6
SW480 rerep	3%	x	-5%	-91%[inhibitor]	6%	-21%	-1%
HT1080 IDH1KD tx	9%	7%	0%	8%	-10%	-1%	0%
KB-3-1 tox	-3%	1%	-15%	0%	u	-14%	6%

A few values from above.
entry 47 – HT1080 IDH1KD tx = 0%
entry 42 – IL-1B inflam inh = 10
entry 45 – D3 ag = -10
entry 44 – HT1080-NT tox = 15%
entry 43 – SW480 rerep = -5%
entry 46 – D3 ag = 5

By substructure: those above with a thiophene ring, fused or not
[5] N#Cc1ccccc1COC(=O)CCC(=O)c1cccs1
[36] COC(=O)C1=C(C)NC2=C(C(=O)CCC2)C1c1ccc(-c2ccsc2C(=O)OC)o1 (stereo not drawn)
[39] CCOC(=O)c1ccc(N2C(=O)c3n[nH]c(-c4cccs4)c3C2c2ccc(Cl)cc2Cl)cc1 (stereo not drawn)
[47] COCCN(CC(=O)Nc1cccc(C)c1C)C(=O)c1cc2c(s1)CCC2

compound no.	5	36	39	47
HT1080-NT tox	-5%	0%	x	0%
D3 ag	0	2	1	2
GLP-1R agonist	5%	u	-12%	-11%
IL-1B inflam inh	-28	44	x	-5
KB-V1 MDR tox	u	-21%	u	7.3µM*
DRD3 antagonist	-23	-1	x	6
SW480 rerep	u	-4%	x	-1%
HT1080 IDH1KD tx	7%	-4%	x	0%
KB-3-1 tox	13%	-14%	u	6%

Compound activity (PubChem BioAssay)
